Screens as filed in PubChem BioAssay.
M1 PAM parental = nonselective calcium activators in parental CHO-K1 cells, primary screen, counter-screen for M1 PAM project, cell-based, Fluo-8 calcium fluorescence, full deck, 1536-well. ATP EC20; 0% at ATP EC20, 100% at ATP max. 360,000 tested, 0.02% active. activation, % at 3 µM. AID 602247, 2012;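 active = activation above the run cutoff, the mean activation of all test compounds plus 3 SD, cut at about 40% in these data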;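 also: peak over basal fluorescence ratio in a 140 s read after ATP addition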
V1R ag counter = agonists of human V1a receptor, primary screen, counter-screen for OXTR agonist project, fluorescence, CHO-V1R cells; Vasopressin V1a receptor (Homo sapiens), P37288; Fluo-8 calcium fluorescence, agonist mode; 0% DMSO, 100% 3 nM vasopressin; activation, % at 3 µM; 320,000 tested, 0.25% active; AID 2797, 2010;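 active = activation above the mean activation of all tested compounds plus 3 SD, per screening run, cut at about 20% in these data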;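 also: signal is peak over basal fluorescence ratio across a 100 second FLIPR read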
Target sequence (P37288 whole entry, looked up): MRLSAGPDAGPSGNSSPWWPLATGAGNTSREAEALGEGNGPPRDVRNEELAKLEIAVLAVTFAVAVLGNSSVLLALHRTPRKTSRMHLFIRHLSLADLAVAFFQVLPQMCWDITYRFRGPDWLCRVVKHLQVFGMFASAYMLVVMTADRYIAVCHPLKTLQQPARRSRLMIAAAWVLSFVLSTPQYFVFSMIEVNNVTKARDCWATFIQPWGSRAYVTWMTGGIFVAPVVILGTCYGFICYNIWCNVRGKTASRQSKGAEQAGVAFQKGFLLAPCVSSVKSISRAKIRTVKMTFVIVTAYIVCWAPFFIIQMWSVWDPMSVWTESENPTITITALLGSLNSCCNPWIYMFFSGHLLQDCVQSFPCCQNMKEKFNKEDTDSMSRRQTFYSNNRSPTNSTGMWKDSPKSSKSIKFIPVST
CHRM1 agonist = human M1 muscarinic receptor agonists, primary screen, Fluo-8 calcium fluorescence, CHO-K1 cells, HTS; CHO-K1 hM1, agonist mode; 0% DMSO, 100% acetylcholine EC100; activation, % at 3 µM; 360,000 tested, 0.33% active; AID 588814, 2011;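 active = activation above the run's mean compound activation plus 3 SD, cut at about 16% in these data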;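 also: peak over basal fluorescence ratio within a 140 s kinetic read after compound addition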
TAAR1 ag = human TAAR1 agonists, primary screen, Fluo-8 calcium fluorescence, CHO RD-HGA16 cells. Trace amine-associated receptor 1 (Homo sapiens), Q96RJ0. vehicle wells 0%, saturating PEA agonist 100%. activation, % at 3 µM. 360,000 tested, 0.99% active. AID 624467, 2012;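 active = activation above the mean activation of all test compounds in the run plus 3 SD, cut at about 38% in these data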
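Test system: RD-HGA16 (CHO) cells co-expressing Gα16 and hTAAR1 | Doses: Single dose, 3 µM | Schedule: 17-24 h seeding, 75 min 37 °C dye, 30 min RT | Evaluation: % activation from peak over basal fluorescence ratio, DMSO-to-PEA scaled | Technique: Kinetic Fluo-8 calcium fluorescence | Benchmarks: Low control DMSO, high control PEA (EC100)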
OXTR potentiator = human OXTR potentiators, primary screen, fluorescence, CHO-OTR cells, Fluo-8 calcium. Oxytocin receptor (Homo sapiens), P30559. Fluo-8 calcium fluorescence, potentiator mode; 0% = oxytocin EC15, 100% = EC100. activation, % at 3 µM. 320,000 tested, 0.061% active;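 active = activation above that plate's cutoff, the mean activation of tested compounds plus 3 SD, cut at about 6.6% in these data, passing the limit was not always enough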;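 also: 100% uses oxytocin at 75 nM as the full agonist control; some results filed as inactive read as strong as hits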
Target sequence (P30559 whole entry, looked up): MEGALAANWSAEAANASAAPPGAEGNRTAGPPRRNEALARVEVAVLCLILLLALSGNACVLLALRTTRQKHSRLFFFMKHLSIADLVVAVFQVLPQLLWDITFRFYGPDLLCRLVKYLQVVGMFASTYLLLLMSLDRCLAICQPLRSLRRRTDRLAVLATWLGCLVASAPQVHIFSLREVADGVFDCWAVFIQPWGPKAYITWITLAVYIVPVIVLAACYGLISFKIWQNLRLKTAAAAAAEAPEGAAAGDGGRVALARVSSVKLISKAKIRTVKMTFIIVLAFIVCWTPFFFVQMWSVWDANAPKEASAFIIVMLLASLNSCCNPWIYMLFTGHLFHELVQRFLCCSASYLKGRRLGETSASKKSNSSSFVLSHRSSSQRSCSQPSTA
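Assay system: CHO cell line stably expressing human OTR. Reagent: EC15 oxytocin agonist. Dosing: single dose, 3.0 µM nominal final compound concentration. Timing: compound 6 min at room temperature before oxytocin, 100 s read. Signal: kinetic Fluo-8 calcium fluorescence. Controls: oxytocin EC15 low and EC100 high.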
CHO-K1 Ca ag = counter-screen for M1 agonists: effect in parental CHO-K1 cells. Fluo-8 calcium fluorescence; scaled to maximal ATP response, vehicle zero. activation, % at 3 µM. 360,000 tested, 0.48% active. AID 602248, 2012; in the data active = activation above about 15%;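 also: untransfected CHO-K1 host cells lacking M1 receptor as counterscreen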
CHO-K1 Ca antag = nonselective inhibitor or artifact in parental CHO-K1 cells; ATP-induced calcium, Fluo-8 fluorescence; inhibition, % at 3 µM; 360,000 tested, 0.6% active;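 active = inhibition above a per-plate cutoff, the plate's mean sample inhibition plus 3 SD, cut at about 24% in these data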;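 also: 0% = DMSO plus EC80 ATP and 100% = DMSO alone without ATP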
TAAR1 antag = human TAAR1 antagonists, primary screen, Fluo-8 calcium fluorescence, CHO RD-HGA16 cells; antagonist; inhibition, % at 3 µM; 360,000 tested, 1.5% active; AID 624466, 2012;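 active = inhibition above a per-plate cutoff, the mean inhibition of test compounds on that plate plus 3 SD, cut at about 49% in these data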;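 also: 0% = DMSO plus EC80 beta-PEA response and 100% = DMSO alone without agonist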
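test system = CHO RD-HGA16 cells bearing hTAAR1 | replication = singlicate | controls = DMSO-only wells and EC80 β-PEA-stimulated wells | reagent = EC80 β-phenethylamine stimulus | read-out basis = percent inhibition of PEA-evoked calcium signal, max/basal emission ratio | schedule = seeding 17-24 h prior, 75-min 37 °C, 30-min RT dye loading | signal = kinetic Fluo-8 calcium fluorescence measurement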
CHO parental Ca = ATP-evoked calcium signal inhibitors, parental CHO, primary screen, counter-screen for OX1R antagonist project, cell-based, fluorescence, Fluo-8 calcium dye; parental CHO-K1, ATP-induced calcium, Fluo-8 fluorescence; inhibition, % at 5.6 µM; 330,000 tested, 0.63% active; AID 463079, 2010;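 active = inhibition above that plate's mean sample inhibition plus 3 SD, cut at about 26% in these data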;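 also: 0% = ATP-challenged DMSO wells and 100% = DMSO wells without ATP; some compounds past the cut are filed as inactive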
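Test system: untransfected parental CHO cell line. Compound: one dose, 5.6 µM nominal. Detection: intracellular calcium via Fluo-8 no-wash fluorescent dye. Measure: % inhibition. Benchmarks: ATP-challenged DMSO wells low, unchallenged DMSO wells high.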
Numbers without * were called inactive; / = no result given.

SMILES	M1 PAM parental	V1R ag counter	CHRM1 agonist	TAAR1 ag	OXTR potentiator	CHO-K1 Ca ag	CHO-K1 Ca antag	TAAR1 antag	CHO parental Ca
O=C(NC1CCCN(Cc2ccc(Cl)cc2)C1)c1c(F)ccc(F)c1F (configuration not stated)	14	-1.0	-7	-1	2	0.9	-4	-4	-15
CCC(=O)N1CCc2cc(S(=O)(=O)CCC(=O)Nc3nc(C)cs3)ccc21	-6	-0.5	-3	12	-2	-0.1	0	-14	-1
COc1cccc(CN(C)C(=O)c2cccc(S(=O)(=O)Nc3cccc(C)c3)c2)c1OC	5	/	0	3	/	5.6	-3	-14	/
O=C(CNS(=O)(=O)c1ccc(Br)s1)N1CCN(C(=O)c2ccco2)CC1	21	-0.2	-1	7	-10	-0.1	8	-15	-9
COC(=O)Cc1cc(=O)n2[nH]c(SC)nc2n1	7	0.7	-1	1	1	0.5	-4	-1	-6
Cc1ccccc1N(C(=O)Cc1cccs1)C(C(=O)NC1CCCCC1)c1cn(C)nc1C (configuration not stated)	-4	-2.1	-4	2	-1	-0.2	-4	-24	-17
Nc1nc(N)nc(-c2cccc(Br)c2)n1	-20	/	0	3	/	-0.8	8	-9	/
CCOC(=O)Cc1csc(NC(=O)c2ccc(OC)c(OC)c2)n1	5	3.3	-2	5	-8	1.8	-15	-8	-7
Cc1ccc(C2(C)NC(=O)N(CC(=O)Nc3ccccc3N3CCCC3)C2=O)cc1 (configuration not stated)	6	12	16	/	-16	12	-8	/	-21
Cc1ccc(S(=O)(=O)N(C)C)cc1NC(=O)C1Cc2ccccc2CN1C(=O)c1ccco1 (configuration not stated)	4	-0.2	-2	-1	-21	0.3	0	10	-4
CCC(C)(C)NC(=O)/C=C/c1ccc(OC)c(S(=O)(=O)N2CCOCC2)c1	-3	0.2	-5	10	-6	1.7	-7	-42	-11
COc1ccc(-n2cc(C#N)c(=O)[nH]c2=O)cc1	7	-0.2	-3	-1	-8	0.8	11	15	-10
CC(C)OCCCNC(=O)c1ccc2c(c1)NC(=O)c1ccccc1S2	3	/	-2	1	/	1.3	-6	-7	/
Fc1ccc(-n2[nH]nnc2=S)cc1N1CCCC1	-2	-0.3	-6	-1	-2	-0.1	-10	-15	-14
CC1(C(=O)NS(=O)(=O)c2ccc(F)cc2F)CCN1C(=O)Cc1cccc2ccccc12 (configuration not stated)	-3	/	-1	7	/	3.3	13	2	/
O=C(Cn1cnc2c(cnn2-c2ccccc2)c1=O)N1CCN(c2ccc(F)cc2)CC1	8	0.1	-2	8	-6	0.3	-4	4	-12
Nc1cc2[nH]c(=O)c3ccccc3c2cc1Br	2	/	0	7	/	-0.1	-3	-1	/
Cc1ccc(-c2nnc(Nc3ccc4c(c3)nc(C)n4C)c3ccccc23)cc1	11	-0.9	-9	5	-10	-0.4	-1	13	-25
COc1cccc(OC)c1/C=C/C(=O)NC1CCCCC1	9	-1.0	-3	8	-2	0.1	-8	-13	-6
Cc1ccc(S(=O)(=O)N/N=C/c2ccc3nccnc3c2)cc1	19	-1.0	-2	1	-3	0.5	-13	-18	-8
CC(NC(=O)CN(C1CCCCC1)S(C)(=O)=O)c1ccccc1 (configuration not stated)	8	0.4	-3	0	-12	0.1	-2	0	-5
COc1ccc(C(=O)NCCC(C)C)cc1S(=O)(=O)N1CCOCC1	10	-0.6	-3	7	-3	0.3	-7	3	-2
O=C(NCCN1CCOCC1)Nc1ccccc1	10	0.6	-2	3	-6	0.5	-9	-16	9
Cc1cc(C)n(CCC(=O)N/N=C/c2ccc(Br)c([N+](=O)[O-])c2)n1	-8	-0.5	-5	1	-9	1.3	9	-8	-24
Clc1ccc(CN2CCCCCC2)cc1	21	-0.4	-11	15	-14	0.0	-9	-4	-7
SMILES	M1 PAM parental	V1R ag counter	CHRM1 agonist	TAAR1 ag	OXTR potentiator	CHO-K1 Ca ag	CHO-K1 Ca antag	TAAR1 antag	CHO parental Ca
CCNC(=O)CSc1nc(-c2ccc(F)cc2)cs1	4	-1.4	-2	7	-18	0.7	-5	12	-12
CC1Cc2cc(/C(O)=C3\C(=O)C(=O)N(CCN(C)C)C3c3ccccc3F)ccc2O1 (configuration not stated)	3	0.3	-3	12	-4	0.0	0	2	-20
O=C(COC(=O)c1cncc(Br)c1)NC1CC1	17	0.2	-5	4	0	0.3	-3	2	3
CC1C/C(=C/c2cccs2)C(=O)/C(=C/c2cccs2)C1 (configuration not stated)	19	1.2	-7	-1	-10	3.5	-3	-13	-30
CCOC(=O)C/C(C)=N/NC(=O)CNc1cccc(Cl)c1C	13	-0.8	-3	0	-15	1.5	-20	-24	-10
O=C(NC1CCCC1)C(c1cccnc1)N(C(=O)c1ccco1)c1cccc(F)c1 (configuration not stated)	-7	-0.4	-3	-3	-4	-0.1	-8	-3	-13
CC(=O)c1ccc(OC2(C)CCN(Cc3cc4ccccc4[nH]3)C2)cc1 (configuration not stated)	16	/	-8	2	/	0.5	-18	-14	/
COc1ccc(NC(=O)NC2(C)CCS(=O)(=O)C2)cc1 (configuration not stated)	0	/	-4	5	/	0.1	-2	-5	/
Cc1cc(C(=O)Cn2nc(C(=O)O)c3ccccc3c2=O)c(C)n1-c1ccc(OC(F)F)cc1	12	-0.3	-4	8	-19	0.8	-14	4	3
O=C1CSC(c2ccc(F)c(F)c2)N1c1ccccc1F (configuration not stated)	6	-1.5	-9	-2	-1	-0.5	-13	7	-7
CS(=O)(=O)Nc1nnc(CCc2ccccc2)s1	34	1.6	-3	9	1	2.9	-9	-32	-5
CCOc1ccccc1C(=O)N[C@H](C(=O)OCc1cc([N+](=O)[O-])cc2c1OCOC2)C(C)C	12	2.2	-5	8	-10	5.4	-2	32	6
CCCCNC(=S)NNC(=O)C1=NN(c2cc(C)ccc2C)C(=O)CC1	-15	8.3	-2	-1	4	0.1	-12	3	-8
Cc1ccc(N2C(=O)N3[C@H](c4ccc(Cl)cc4)[C@@H]4C(=O)N(C5CCCCC5)C(=O)[C@@H]4[C@]3(Cc3ccccc3)C2=O)cc1	5	0.5	0	0	-5	-0.1	-8	7	-22
CC(=O)N1CCc2cc(S(=O)(=O)CCC(=O)O)ccc21	15	1.4	-3	3	-11	0.9	-18	2	-5
Cn1nccc1C(=O)NC1CCCc2c1cnn2-c1ccc(C(C)(C)C)cc1 (configuration not stated)	-15	12	1	2	-11	14	33*	-1	56*
C=CC[C@@H](CC(=O)N[C@@H](CO)Cc1ccccc1)C(=O)N[C@@H](C)COC(=O)[C@@H](CC=C)Cc1ccc(F)cc1	9	2.2	-2	13	-8	0.7	-13	15	-12
CCSC1=NSC2=NC(=O)/C(=C\c3coc4ccccc4c3=O)C(=N)N12	-14	47*	87*	252*	-11	59*	48*	108*	59*
CC1CCCCC1NC(=O)CNC(=O)c1ccco1 (configuration not stated)	0	-0.1	-2	1	-7	6.9	4	-19	18
Cc1nnc(SC(C)C(=O)Nc2ccc(S(=O)(=O)NC3CCCCC3)cc2)s1 (configuration not stated)	-1	9.6	0	27	-12	9.0	3	15	-10
O=C(Cc1ccc(S(=O)(=O)N2CCOCC2)s1)N1CCN(c2cccc(C(F)(F)F)c2)CC1	-5	16	2	/	-13	18*	19	/	24
CCn1c(SCC(=O)N/N=C(\C)c2ccco2)nnc1-c1ccccc1	4	-0.5	-8	10	5	-0.6	-2	-14	-9
CC(C)Nc1ncnc2c1cnn2Cc1ccc(Cl)cc1	10	5.3	-3	5	-9	8.5	7	7	-9
Cc1cccc(C)c1N(CC(=O)NN=C1CCCCCC1)S(C)(=O)=O	-2	-1.0	-4	2	-9	0.5	1	-9	-13
COC(=O)c1ccc(NC(=O)CSc2nnc(COc3ccccc3)n2C)cc1	17	1.0	-3	12	2	-0.1	-10	-16	-15

Compounds shown so far that have a thiophene ring, fused or not (4):
SMILES	M1 PAM parental	V1R ag counter	CHRM1 agonist	TAAR1 ag	OXTR potentiator	CHO-K1 Ca ag	CHO-K1 Ca antag	TAAR1 antag	CHO parental Ca
O=C(CNS(=O)(=O)c1ccc(Br)s1)N1CCN(C(=O)c2ccco2)CC1	21	-0.2	-1	7	-10	-0.1	8	-15	-9
Cc1ccccc1N(C(=O)Cc1cccs1)C(C(=O)NC1CCCCC1)c1cn(C)nc1C (configuration not stated)	-4	-2.1	-4	2	-1	-0.2	-4	-24	-17
CC1C/C(=C/c2cccs2)C(=O)/C(=C/c2cccs2)C1 (configuration not stated)	19	1.2	-7	-1	-10	3.5	-3	-13	-30
O=C(Cc1ccc(S(=O)(=O)N2CCOCC2)s1)N1CCN(c2cccc(C(F)(F)F)c2)CC1	-5	16	2	/	-13	18*	19	/	24

(cont.)
SMILES	M1 PAM parental	V1R ag counter	CHRM1 agonist	TAAR1 ag	OXTR potentiator	CHO-K1 Ca ag	CHO-K1 Ca antag	TAAR1 antag	CHO parental Ca
N#Cc1ccsc1NC(=O)C1CC(=O)N(Cc2ccccc2)C1 (configuration not stated)	9	1.4	-2	3	-1	2.0	0	-32	-7
COCC(=O)N1CCC(n2nnc3cc(F)ccc32)CC1	-10	0.2	-1	9	-15	0.3	-15	-4	-10
O=P(O)(OCc1ccccc1)OCc1ccccc1	9	-0.9	-10	2	-4	0.7	-19	-23	-2
CCN1C(=O)/C(=C\c2cccn2-c2ccc([N+](=O)[O-])cc2)N(CC)C1=S	8	0.1	-8	-2	1	0.0	5	-23	-9
Cn1ccnc1SCC(=O)Nc1cccc(O)c1	-13	0.5	-4	2	3	0.7	8	13	2
COC(=O)CCCC1=CC2=CC(=O)C(C)(OC(=O)c3cccs3)C(=O)C2=CN1CCc1ccccn1 (configuration not stated)	18	-0.2	-5	5	-5	1.2	-6	10	-3
CC1CCCCN1C(=O)CCNC(=O)Cn1cnc2ccccc2c1=O (configuration not stated)	-16	1.6	-4	-2	-2	0.5	-10	-4	-4
CCCCn1c(SCC(=O)Nc2ccc3c(c2)OCO3)nc2c1c(=O)n(C)c(=O)n2C	-6	0.8	-3	9	-1	-0.2	5	10	-18
CCCCC(CCC(=O)NNC(=O)Cc1ccccc1)C(=O)O (configuration not stated)	-1	0.9	-1	4	-2	0.0	-4	-19	-5
